Bioassay records (PubChem)
XIAP antagonists = XIAP antagonists, biochemical, IAP family, fluorescence polarization (AID 1018) | E3 ubiquitin-protein ligase XIAP (Homo sapiens) | XIAP BIR domain, fluorescence polarization peptide displacement; higher % means a stronger effect | displacement, % at 20 µM; hits with a dose series show IC50 in µM | hit rate 0.007% among 200,000; in the data active = displacement above about 50%; also: a part of the inactive calls stands beside numbers as strong as those of hits
Lipid droplet = inhibitors of hepatocyte lipid droplet formation, primary screen, imaging, high-throughput imaging, BODIPY stain; AML12 mouse hepatocytes, oleate lipid droplets; inhibition, % at 6.5 µM; hit rate 0.4% among 240,000;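 active = lipid droplet intensity inhibited by at least 50%, with more than 500 cells counted; inconclusive = wells with under 300 cells, treated as cytotoxic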
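Assay system: AML12 hepatocytes (mouse); Probe or stimulus: oleic acid at 100 µM to induce lipid droplet formation; Dosing: compound at 6.5 µM only; Schedule: compound with oleate, overnight; Detection: fluorescence imaging, 20x objective, two fields per well; Measure: % inhibition of lipid droplet signal.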
UTI89 phage lysis = inhibition of K1F phage lysis, E. coli UTI89, bacterial capsule biogenesis inhibitors, alamar blue (AID 488966) | inhibition, % at 100 µM, or IC50 in µM where a hit was titrated | E. coli UTI89 K1F phage lysis, alamar blue, 2 h; higher % means a stronger effect | hit rate 0.02% among 340,000;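 active = phage lysis inhibition, versus mean bacterial control, above a set limit; inconclusive = no clear call, values can overlap the other calls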;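 also: capsule biogenesis inhibitors block K1F phage lysis so surviving cells raise fluorescence; higher fluorescence means more inhibition of phage lysis; actives were called in the ten point dose series up to 300 µM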
TNAP activators = human TNAP enzyme activators, primary screen, biochemical, luminescent, no phosphate acceptor, uHTS (AID 1001); hit rate 0.03% among 200,000; activation fold at 20 µM, or EC50 in µM where a hit was titrated; purified TNAP, luminescent activation assay, no phosphate acceptor; higher activation fold means a stronger effect; Alkaline phosphatase, tissue-nonspecific isozyme (Homo sapiens); in the data active = activation fold from about 3, or a potency from the dose series; inactive = the rest, 99 in 100 with activation fold below about 1.6; also: many of its hits are not listed in these tables
P. falciparum M17LAP = P. falciparum M17LAP inhibitors, primary screen, biochemical, fluorogenic H-Leu-NHMec substrate, 1536-well (AID 1619); Leucine aminopeptidase (Plasmodium falciparum (isolate 3D7)); recombinant M17LAP, H-Leu-NHMec fluorogenic kinetic assay; higher % means a stronger effect; inhibition, % at 30 µM; hits with a dose series show IC50 in µM; hit rate 0.38% among 220,000;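 active = compound inhibiting the enzyme by more than half at any dose during confirmatory dose-response retesting; inconclusive = strong single-dose inhibitors picked by rank but not retested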;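 also: plate controls were full reaction with DMSO carrier for no effect and no enzyme background for full effect; strong numbers were not always called active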
Siah-1 displacement = Siah-1 peptide-binding antagonists, primary screen, biochemical, fluorescence polarization, rhodamine-plectin, uHTS (AID 1817). E3 ubiquitin-protein ligase SIAH1 (Homo sapiens). Siah-1 / rhodamine-plectin peptide fluorescence polarization; higher % means a stronger effect. one-dose displacement, % at 20 µM; IC50 in µM for titrated hits. hit rate 0.02% among 290,000;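 active = displacement of at least 50% at 20 µM, with a fluorescence ratio check between 0.3 and a set limit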;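 also: plate controls were Siah plus tracer with DMSO for no effect and tracer alone without Siah for full effect; strong numbers were not always called active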
human PMI inhibitors = human PMI inhibitors, high substrate, primary screen, biochemical, fluorescence intensity, high mannose 6-phosphate (AID 1220); hit rate 0.66% among 190,000; Mannose-6-phosphate isomerase (Homo sapiens); inhibition, % at 20 µM; hits with a dose series show IC50 in µM; recombinant PMI enzyme, coupled fluorescence intensity; higher % means a stronger effect
P. falciparum M1AAP = P. falciparum M1AAP inhibitors, biochemical, fluorogenic H-Leu-NHMec substrate, 1536-well (AID 1445); Aminopeptidase N (Plasmodium falciparum (isolate 3D7)); recombinant M1AAP, H-Leu-NHMec fluorogenic kinetic assay; higher % means a stronger effect; inhibition, % at 30 µM; hits with a dose series show IC50 in µM; hit rate 0.42% among 220,000;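 active = primary inhibition above the hit cutoff, then over 50% inhibition at one or more dose response concentrations, cut at about 23% in these data, passing the limit was not always enough; inconclusive = conflicting primary data, or primary hits not chosen for dose response; inactive = low primary inhibition, or under 50% at every dose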;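 also: plate controls were DMSO full reaction for no effect and no enzyme background for full effect; strong numbers were not always called active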
human PMI inhibition = inhibitors of human PMI, primary screen, biochemical, fluorescence intensity, coupled assay (AID 1209). Mannose-6-phosphate isomerase (Homo sapiens). purified PMI enzyme, coupled fluorescence intensity; higher % means a stronger effect. inhibition, % at 20 µM; hits with a dose series show IC50 in µM. hit rate 0.42% among 190,000;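 also: plate controls were DMSO vehicle for no effect and wells lacking substrate for full effect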
Lipid droplet cells 6.5 µM = also measured in Lipid droplet; calls as there; cell count; measured here: cell count, cytotoxicity flag;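 cells counted across two imaged fields per well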
Active calls of the source: *; ? = inconclusive; / = no result given; [ ] = dose if it differs, or a comment. Rule as the data show it, unless noted: active = inhibition above about 50%; inactive = the rest.

SMILES	XIAP antagonists	Lipid droplet	Lipid droplet cells 6.5 µM	UTI89 phage lysis	TNAP activators	P. falciparum M17LAP	Siah-1 displacement	human PMI inhibitors	P. falciparum M1AAP	human PMI inhibition
COC(=O)CNC(=O)C(Cc1c[nH]c2ccccc12)NC(=O)OC(C)(C)C (stereo not given)	-5.5%	/	/	6.7%	1.1	5%	-4%	13%	-5%	10%
Cc1cc(Nc2ccccc2)c2c([N+](=O)[O-])ccc(C)c2n1	-4.3%	16	661	0.1%	1	-9%	-10%	10%	2%	15%
CCC(=O)c1ccc(Oc2ccc(C(=O)c3ccc(C)cc3)cc2[N+](=O)[O-])cc1	-9.8%	-18	498	-1.5%	0.9	1%	7%	8%	11%	13%
CCOC(=O)C1=C(CC)OC(N)=C(C#N)C1c1ccc(OC)c(OC)c1OC (stereo not given)	-0.6%	0	691	0.1%	1.2	17%	9%	24%	3%	-1%
CSCc1ccc(C(=O)Nc2cc(C)cc(C)c2)cc1	-4.4%	-4	680	4.6%	1.2	8%	6%	2%	6%	13%
C=CCn1c(C)cc(C(=O)CSc2nc(N)cc(N)n2)c1C	-3.1%	-6	672	3.5%	1	6%	0%	-1%	-1%	-4%
O=C(Nc1ccccc1)Nc1nc(-c2ccccc2)cs1	/	2	743	3.4%	/	-1%	1%	/	-2%	/
O=C(Cc1c(F)cccc1Cl)NC1=NCCS1	-3.9%	-10	703	-0.4%	1.1	-1%	8%	10%	1%	5%
CCOc1cc(C(N)=O)cc(Br)c1OCC	-1.1%	-7	753	-0.8%	1.1	-6%	9%	2%	-3%	3%
CN1CCOCCOCCN(C)C1=O	-5.6%	4	729	0.3%	1.1	3%	0%	-12%	0%	-10%
COc1cc(Cl)cc(/C=N/NC(N)=O)c1O	2.3%	1	764	-0.2%	1.1	2%	-4%	47%	?	37%
CCOC(=O)N/N=C/c1ccc(N2CCOCC2)s1	89%	6	660	-1.1%	1.3	15%	-2%	3%	7%	6%
COCc1[nH]nc2c1C(c1ccc(OC)cc1)C(C#N)=C(N)O2 (stereo not given)	-2.6%	5	725	1.4%	1.1	15%	2%	16%	1%	21%
Nc1nc(N2CCCCC2)nc(N(c2ccccc2)c2ccccc2)n1	-3.7%	6	651	-0.9%	1.1	2%	3%	12%	5%	8%
COc1cccc(N(C(=O)c2cccs2)c2nc3ccccc3s2)c1	-2.5%	-11	711	0.5%	1	12%	1%	11%	2%	10%
O=C(NNC(=S)Nc1ccccc1)c1ccco1	0.0%	/	/	-0.5%	0.9	-11%	-3%	-2%	-4%	-5%
CCCCN1C(=O)C2NN=C(C(=O)OCC)C2C1=O (stereo not given)	-2.8%	/	/	0.3%	0.8	0%	-5%	-13%	2%	-3%
O=C(CSc1nnc(-c2ccco2)o1)NC1CC2CCC1C2 (stereo not given)	-5.1%	13	709	0.8%	1.1	15%	0%	7%	7%	4%
C#CCOCCOCCOCCNc1nc(N2CCN(C(=O)[C@H](CCC(=O)O)n3cc(C(N)CC(C)C)nn3)CC2)nc(N2CCN(C(=O)[C@H](CCC(=O)O)n3cc(C(N)[C@H](C)CC)nn3)CC2)n1 (stereo not given in full)	-1.3%	13	694	0.4%	1.1	-1%	5%	-36%	6%	-17%
COc1ccc(OC)c2[nH]c(=O)c(CCNC(=O)C(=O)c3c(C)[nH]c4ccccc34)cc12	-5.7%	-2	669	0.0%	1.1	22%	-1%	4%	4%	3%
Cc1ccccc1OCC(=O)N/N=C1\SCC(=O)N1Cc1ccccc1	2.2%	-1	647	4.4%	1.1	-1%	-7%	-5%	3%	-1%
O=C(Nc1ccc2c(c1)OCCO2)C1CCC1	-3.2%	0	766	0.9%	1.1	-6%	0%	-3%	8%	4%
CCc1cccc2c(C#N)cn(CCOc3ccccc3OC)c12	-3.4%	/	/	1.8%	1	4%	-3%	18%	-2%	12%
CCN1CCN(c2cc(-c3ccccc3)nc3cc(-c4cccc(F)c4)nn23)CC1	-2.8%	-2	627	-0.3%	1.1	8%	11%	11%	11%	12%
COc1ccc(-c2nc3c(c(=O)[nH]c(=O)n3Cc3ccccc3)n2Cc2ccccc2)cc1	-9.8%	-5	723	0.7%	1	3%	-4%	10%	7%	19%
CCN(CC)CC(=O)Nc1nc(-c2ccc(Cl)cc2)cs1	-4.2%	9	746	-0.3%	1	-8%	3%	4%	8%	8%
C=CCSc1nnc(NC(=O)COc2ccc3ccccc3c2)s1	-8.5%	/	/	0.0%	1	-5%	0%	0%	0%	-7%
CC(C)(C)C1=Nn2c(nnc2-c2ccco2)SC1	-4.4%	/	/	0.0%	1.1	7%	-1%	2%	4%	3%
CC/C(=C\C(=O)c1cccnc1)Nc1ccc(C)c(C)c1	-1.0%	/	/	-0.2%	1.1	2%	1%	-5%	3%	34%
COc1ccccc1NC1=NC2(CCCC2)N=C(N)N1	-2.2%	2	640	-0.2%	1.1	2%	4%	11%	1%	11%
N#Cc1c(NC(=S)NC(=O)c2ccccc2)sc2c1CCN(CCc1ccccc1)C2	1.8%	14	650	/	0.9	-36%	-3%	-117%	6%	-62%
Cc1cnc(C(=O)Nc2ccccc2-c2ccc(C)o2)cn1	-3.9%	-8	752	1.3%	1	22%	6%	-18%	10%	2%
Cc1ccccc1N(CC(=O)N/N=C/c1ccccc1Cl)C(=O)c1ccccc1	-10%	-4	736	0.1%	1.1	-2%	2%	-16%	1%	-13%
O=C1CCC([N+](=O)[O-])C(c2cc3c(cc2Cl)OCO3)N1 (stereo not given)	-5.1%	3	726	0.1%	1.1	/	9%	10%	/	11%
CCOC(=O)c1ccc(NC2OC(=O)c3ccccc32)cc1 (stereo not given)	-1.2%	-15	576	0.7%	1	48%	6%	0%	8%	6%
O=C(C1CCCO1)N1CCN(Cc2nc3ccccc3c(=O)[nH]2)CC1 (stereo not given)	-4.4%	-28	700	0.0%	1	5%	-6%	-21%	-1%	-13%
N#Cc1c(NC(=O)CN2CCN(C(=O)c3ccco3)CC2)sc2c1CCCCC2	-19%	/	/	3.6%	1.1	19%	-5%	13%	12%	15%
COc1ccc(C2=NCCc3cc(OC)c(OC)cc32)cc1OC	-4.3%	-9	549	1.8%[50 µM]	1.1	29%	4%	9%	14%	9%
CC(C)C1C(c2ccccc2)NC(c2ccccc2)CC1(O)c1ccc(F)cc1 (stereo not given)	/	-8	715	-0.2%	/	-1%	-3%	/	-10%	/
COc1cc(/C=N/N2CCOCC2)ccc1OC(=O)c1ccco1	-10%	-11	673	0.1%	1.1	9%	1%	8%	6%	5%

Compound profiles, from the list above.
Entry for `Cc1cnc(C(=O)Nc2ccccc2-c2ccc(C)o2)cn1` : XIAP antagonists = -3.9%; Lipid droplet = -8; Lipid droplet cells 6.5 µM = 752; UTI89 phage lysis = 1.3%; TNAP activators = 1; P. falciparum M17LAP = 22%; Siah-1 displacement = 6%; human PMI inhibitors = -18%; P. falciparum M1AAP = 10%; human PMI inhibition = 2%
Entry for `CCOC(=O)c1ccc(NC2OC(=O)c3ccccc32)cc1` (stereo not given) : XIAP antagonists = -1.2%; Lipid droplet = -15; Lipid droplet cells 6.5 µM = 576; UTI89 phage lysis = 0.7%; TNAP activators = 1; P. falciparum M17LAP = 48%; Siah-1 displacement = 6%; human PMI inhibitors = 0%; P. falciparum M1AAP = 8%; human PMI inhibition = 6%

Returning to the listing with the three entries that preceded the break.
SMILES	XIAP antagonists	Lipid droplet	Lipid droplet cells 6.5 µM	UTI89 phage lysis	TNAP activators	P. falciparum M17LAP	Siah-1 displacement	human PMI inhibitors	P. falciparum M1AAP	human PMI inhibition
COc1ccc(C2=NCCc3cc(OC)c(OC)cc32)cc1OC	-4.3%	-9	549	1.8%[50 µM]	1.1	29%	4%	9%	14%	9%
CC(C)C1C(c2ccccc2)NC(c2ccccc2)CC1(O)c1ccc(F)cc1 (stereo not given)	/	-8	715	-0.2%	/	-1%	-3%	/	-10%	/
COc1cc(/C=N/N2CCOCC2)ccc1OC(=O)c1ccco1	-10%	-11	673	0.1%	1.1	9%	1%	8%	6%	5%
CC(=O)NC(CCCNC(=S)NC1CCCCC1)C(=O)O (stereo not given)	-3.8%	25	712	1.7%	1.1	11%	3%	-4%	3%	-11%
O=C(NNc1cccc(Cl)n1)c1c(Cl)cccc1Cl	-3.9%	/	/	0.5%	1.1	13%	1%	10%	-3%	9%
COc1ccc(Cn2nnnc2CN(Cc2cc3cc(C)ccc3[nH]c2=O)C2CCCC2)cc1	-2.7%	-13	693	3.4%	1	23%	-4%	-51%	8%	-16%
COc1ccccc1C(=O)C1CCCN(C(=O)c2cc(C(C)C)no2)C1 (stereo not given)	-4.1%	-4	750	0.2%	1.1	2%	-3%	-6%	7%	-2%
CCN(CC)CCNC(=O)c1ccc(NC(=O)c2cn(-c3ccccc3)nc2-c2cccs2)cc1	-7.8%	4	656	0.1%	1.3	-4%	-3%	4%	3%	9%
C=CCn1c(=N)n(CC(O)COc2ccc(OC)cc2)c2ccccc21 (stereo not given)	-6.5%	-19	571	1.3%	1	-8%	0%	-3%	-2%	2%
CC/C(O)=C1\C(=O)CCCC1=NCCc1c(C)[nH]c2ccc(C)cc12	/	1	681	1.0%[50 µM]	/	2%	-4%	/	1%	/
CCCS(=O)(=O)c1c(S(=O)(=O)CCC)c2ccc(C(N)=O)cn2c1C(=O)OC	-4.2%	1	667	0.4%	1.1	-7%	-8%	-6%	5%	-14%
CC(=O)NC(CC(=O)NC1CCCCCC1)c1ccccc1 (stereo not given)	-3.7%	32	691	4.0%	1.1	-8%	7%	-2%	2%	-5%
CCCCCCc1c(O)nc(SCCN2CCOCC2)[nH]c1=O	15%	-7	750	-4.6%	1.1	0%	-7%	-8%	-3%	-3%
COCc1nc2ccccc2n1Cc1ccccc1C	-3.6%	3	694	0.2%	1	3%	-3%	7%	-2%	4%
COc1ccccc1-n1c(-c2ccccc2)n[nH]c1=S	-2.3%	1	526	0.2%	1	-8%	2%	-1%	-4%	-8%
